AMA1-RON2 inh: inhibitors of Plasmodium falciparum AMA1-RON2 interaction | hit rate 0.2% among 360,000 | AlphaScreen AMA1-biotinylated RON2 peptide binding | Potency, µM (top dose mostly 58.2 µM), for the others: at the highest dose activity change, negative = inhibition, usual class: inhibitors;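 further: potency means the concentration at half of the fitted maximal effect; 0% = vehicle wells and -100% = peptide control; nearly all actives have a fitted effect of over 45% in size; some results filed as inactive show a strong effect at the top dose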
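AMA1 (3D7) with his tag at 25 nM final met compounds first, then biotinylated RON2 peptide at 25 nM; detection used donor plus acceptor beads, 10 µg/mL apiece, read by AlphaScreen after 30 min at room temperature.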
AmpC inh no detg: AmpC beta-lactamase inhibition without detergent; P00811; AmpC nitrocefin hydrolysis, absorbance 480 nm, 0.0001% Triton; Potency, µM (doses to about 57.1 µM), without a hit: at the highest dose activity change, negative = inhibition, hits mostly inhibitors; hit rate 0.52% among 330,000; AID 485341;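 further: potency means the concentration at half of the fitted maximal effect; plate controls were no compound for no effect and no enzyme for full effect; nearly all actives have a fitted effect of over 20% in size; some results filed as inactive show a strong effect at the top dose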
Target sequence (P00811 whole entry, looked up): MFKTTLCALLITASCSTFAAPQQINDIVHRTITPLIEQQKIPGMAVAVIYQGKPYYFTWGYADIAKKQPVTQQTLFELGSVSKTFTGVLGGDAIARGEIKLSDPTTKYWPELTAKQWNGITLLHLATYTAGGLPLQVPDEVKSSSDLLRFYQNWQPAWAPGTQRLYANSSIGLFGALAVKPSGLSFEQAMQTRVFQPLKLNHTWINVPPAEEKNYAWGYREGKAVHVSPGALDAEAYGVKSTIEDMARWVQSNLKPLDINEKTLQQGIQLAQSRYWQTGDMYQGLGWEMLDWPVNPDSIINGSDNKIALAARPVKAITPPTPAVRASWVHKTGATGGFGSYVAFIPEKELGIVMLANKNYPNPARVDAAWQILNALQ
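AmpC (5.3 nM in the dispensed reagent) in 20 mM phosphate pH 7.0 with 0.01% (detergent screen) or 0.0001% Triton X-100 was preincubated with compounds for 15 min at room temperature. Nitrocefin was then added from an 800 uM solution, and hydrolysis was followed at 480 nm.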
AmpC inh detg: AmpC beta-lactamase inhibition with detergent present | AmpC hydrolysis of nitrocefin, absorbance 480 nm, 0.01% Triton | P00811 | Potency, µM (highest dose often 114 µM), without a hit: at the highest dose activity change, negative = inhibition, most hits filed as inhibitors | hit rate 0.041% among 370,000;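 further: potency means the concentration at half of the fitted maximal effect; 0% = no-compound wells and -100% = no-enzyme wells; nearly all actives have a fitted effect of over 25% in size; some results filed as inactive show a strong effect at the top dose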
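20 mM phosphate pH 7.0 + 0.01% (detergent screen) or 0.0001% Triton X-100; 5.3 nM AmpC reagent; cpd preinc 15 min RT; nitrocefin (800 uM stock) to start; A480 q20 s × 4 min; Activity was normalised to no-enzyme and no-compound control wells.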
Sm TGR inh: inhibitors of Schistosoma mansoni thioredoxin glutathione reductase; Q962Y6; purified TGR, DTNB reduction, TNB absorbance 405 nm; Potency, µM (titrated, usually from 114 µM), for inactives: top-dose activity change, negative = inhibition, actives largely listed as inhibitors; hit rate 3% among 360,000; further: potency means the concentration at half of the fitted maximal effect; nearly all actives have a fitted effect of over 60% in size
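Kinetic colorimetric format: TGR-catalysed, NADPH-driven DTNB reduction monitored via TNB absorbance. Enzyme dispensed at 20 nM; compound exposure 15 min at room temperature before reaction start.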
HCMV antiviral: human cytomegalovirus inhibition; hit rate 4.5% among 410,000; activity change, negative = inhibition, % at 57.5 µM; HFF cells, HCMV-luciferase reporter, 72 h; active compounds read low; in the data active means activity change below about -60%; inconclusive means no clear call, values can overlap the other calls; inactive means above about -39%
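After 16 h attachment at 37C, HFF cells received test compound and HCMV-luciferase (1 PFU/cell); reporter luminescence read 72 h later, data normalized against buffer-only and known inhibitor Salinomycin.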
Giardia FBPA inh: inhibitors of Giardia lamblia fructose-1,6-bisphosphate aldolase. purified Giardia FBPA. Potency, µM (series often up to 59.6 µM), for the others: at the top dose activity, negative = inhibition, most hits filed as inhibitors. hit rate 0.71% among 290,000. AID 2451; further: potency means the concentration at half of the fitted maximal effect; nearly all actives have a fitted effect of over 55% in size
Target sequence (A8B2U2 whole entry, looked up): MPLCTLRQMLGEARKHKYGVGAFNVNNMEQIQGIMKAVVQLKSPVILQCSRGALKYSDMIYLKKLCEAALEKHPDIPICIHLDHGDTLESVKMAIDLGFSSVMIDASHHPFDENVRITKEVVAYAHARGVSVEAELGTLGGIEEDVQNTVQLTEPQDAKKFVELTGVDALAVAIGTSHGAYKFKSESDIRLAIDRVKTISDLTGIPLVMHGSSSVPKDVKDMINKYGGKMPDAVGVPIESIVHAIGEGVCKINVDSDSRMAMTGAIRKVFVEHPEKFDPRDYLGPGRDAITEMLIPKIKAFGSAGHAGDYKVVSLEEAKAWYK
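Giardia FBPA (40 nM reagent) was preincubated 10 min at RT with compound (up to 57.5 uM final), then substrate plus GAPDH/TPI/NAD/arsenate coupling system with diaphorase/resazurin was added; resorufin fluorescence (525/598 nm) was read after 20 min.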
* marks the source's active call; other numbers are inactive results; ? = inconclusive; . = no result given; & = joins results of further samples; [ ] = remark or other dose. Unless noted, the call rests on the fitted dose curve; in most records, active means well fitted curve in the direction sought with a large enough effect; inconclusive means small, poorly fitted or top-dose-only effect, or another doubt; inactive means no such curve, though single readings can be large; an effect the other way counts as inactive or inconclusive. Unless noted, on the % scale 0 is the no-effect control and ±100 the full control effect.

Order of results: AMA1-RON2 inh	AmpC inh no detg	AmpC inh detg	Sm TGR inh	HCMV antiviral	Giardia FBPA inh
> Cc1cc(OC(C)C(=O)N[C@H](C(=O)O)c2ccccc2)c2c3c(c(=O)oc2c1)CCC3 (stereo partly drawn)
  -20%	-10%	?	3%	12	-12%
> CC(O)C(C(=O)OCc1ccc([N+](=O)[O-])cc1)N1C(=O)c2ccccc2C1=O (stereo not drawn)
  0%	-10%	79µM*	4%	4	3%
> CC(C)(C)NC(=O)C1CCN(S(=O)(=O)c2ccc(Br)cc2)CC1
  2%	-6%	?	-6%	2	2%
> CCOC(=O)C1=C(C)Nc2nc(C)nn2C1c1ccc(OCC)c(OC)c1 (stereo not drawn)
  0%	-3%	5%	11%	29	-7%
> COc1ccc(NC(=O)CC(C)C)c(OC)c1
  4%	-11%	2%	-15%	-11	-2%
> Cc1ccccc1Cn1c(CN2CCc3ccccc3C2)nc2c1c(=O)n(C)c(=O)n2C
  -9%	150%[activator]	-15%	-10%	0	-30%
> O=C(c1cc2ccccc2c(=O)o1)N1CCCCCC1
  9%	-19%	-2%	0%	17	2%
> Cc1nn(Cc2ccccc2)c(C)c1C(=O)N1CCN(CC(=O)Nc2ccccc2Cl)CC1
  2%	219%[activator]	-19%	-8%	34	.
> Cc1ccccc1Nc1sc(C(=O)c2ccccc2)c(N)c1C(=O)NCc1ccc(Cl)cc1
  .	.	0%	-8%	?	.
> Cc1cc(C)c(NC(=S)N(CCc2ccncc2)C(C)C)c(C)c1
  9%	26%	-7%	-5%	?	10µM*
> CCc1ccccc1NC(=O)CN1CCN(C(=O)C2CCN(C(=O)/C=C/c3ccccc3)CC2)CC1
  4%	159%[activator]	5%	-16%	-36	.
> CCCCCOP(=O)(OCCCCC)C1(NS(=O)(=O)c2ccccc2)C=CC(=O)c2ccccc21 (stereo not drawn)
  ?	-24%	-1%	?	34	-13%
> CCn1c(=O)c(C2=NS(=O)(=O)c3ccccc3N2)c(O)c2ccccc21
  .	-8%	-9%	-11%	.	-1%
> COCCOC(=O)C1=C(C)N=C2SCCC(=O)N2C1c1cccc(Br)c1 (stereo not drawn)
  3%	-12%	?	-4%	?	5%
> CCCCOc1ccccc1C1C(C(=O)OC)=C(C)N(C)C(C)=C1C(=O)OC
  -19%	55%	0%	-17%	-27	5%
> O=C(Nc1cccc(-c2cccc(F)c2)c1)C1CCN(Cc2ccco2)CC1
  -9%	39%	-4%	0%	?	.
> C(=C\c1nc(-c2ccccc2)no1)/c1ccccc1
  94%[activator]	-21%	-14%	4%	56	1%
> CCCCn1c(C)cc2c(c1=O)[C@H]1O[C@](CCCC)(Cc3c1ccc1ccccc31)O2
  .	-32%[11.4 µM]	-10%[22.9 µM]	-27%[22.9 µM]	.	1%[12.9 µM]
> CSCCC(NC(=O)c1ccco1)C(=O)N1CCN(c2ccccc2O)CC1 (stereo not drawn)
  5%	-3%	-7%	-19%	-33	.
> C[N+]1(CCN2C(=O)C3CC=C(Cl)CC3C2=O)CCOCC1 (stereo not drawn)
  2%	11%	-3%	4%	24	10%
> Cc1ccc(C(=O)NNC(=O)CSc2nnc3ccccn23)cc1
  4%	-14%	.	.	-22	.
> O=C1CC(=O)Nc2cc(S(=O)(=O)Nc3ccc(Cl)c(C(F)(F)F)c3)ccc2N1
  -5%	-42%	-8%	-4%	-8	.
> CCOC(=O)c1c(NC(=O)C(=O)N/N=C/c2ccc(O)c(OC)c2)sc2c1CCCCC2
  51%[activator]	?	-3%	0%	14	0%
> COc1ccc(N2CC(O)=C(c3n(C)c4ccccc4[n+]3C)C2=N)cc1
  16%	-9%	-14%	0%	-81*	-3%
> Nc1nonc1-n1nnc(C(=O)N/N=C/c2ccc3c(c2)OCO3)c1-c1ccccc1
  -5%	-22%	-11%	8%	-70*	-2%
> Cc1cccc(C(=O)NCC(=O)N2CC(=O)Nc3ccccc32)c1
  -3%	-29%	4%	10%	-36	8%
> COc1cccc(C(=O)Nc2ccc(S(=O)(=O)N3CCCCC3)cc2)c1OC
  -9%	-2%	5%	2%	18	.
> O=C(CNC(=O)c1ccco1)OCc1c(F)cccc1Cl
  -7%	-27%	?	5%	-37	-2%
> c1cn(CC2(Cn3ccnc3)COC2)cn1
  -14%	-15%	0%	-2%	11	3%
> COc1ccc(NC(=O)c2cc3c(Cl)nc4ccccc4c3s2)cc1OC
  -5%	-25%	-9%	-27%	-83*	5%

Eight entries out of the list, sorted by heavy-atom count, low to high.
Order of results: AMA1-RON2 inh	AmpC inh no detg	AmpC inh detg	Sm TGR inh	HCMV antiviral	Giardia FBPA inh
> c1cn(CC2(Cn3ccnc3)COC2)cn1
  -14%	-15%	0%	-2%	11	3%
> C(=C\c1nc(-c2ccccc2)no1)/c1ccccc1
  94%[activator]	-21%	-14%	4%	56	1%
> O=C(CNC(=O)c1ccco1)OCc1c(F)cccc1Cl
  -7%	-27%	?	5%	-37	-2%
> Cc1cccc(C(=O)NCC(=O)N2CC(=O)Nc3ccccc32)c1
  -3%	-29%	4%	10%	-36	8%
> COc1ccc(NC(=O)c2cc3c(Cl)nc4ccccc4c3s2)cc1OC
  -5%	-25%	-9%	-27%	-83*	5%
> COc1cccc(C(=O)Nc2ccc(S(=O)(=O)N3CCCCC3)cc2)c1OC
  -9%	-2%	5%	2%	18	.
> Nc1nonc1-n1nnc(C(=O)N/N=C/c2ccc3c(c2)OCO3)c1-c1ccccc1
  -5%	-22%	-11%	8%	-70*	-2%
> CCOC(=O)c1c(NC(=O)C(=O)N/N=C/c2ccc(O)c(OC)c2)sc2c1CCCCC2
  51%[activator]	?	-3%	0%	14	0%

(further entries)
Assay codes – A = AMA1-RON2 inh; B = AmpC inh no detg; C = AmpC inh detg; D = Sm TGR inh; E = HCMV antiviral; F = Giardia FBPA inh
COc1ccc(OC)c2[nH]c(=O)c(CCNS(=O)(=O)c3ccc(F)cc3)cc12
  A = -2% | B = 3% | C = -3% | D = -6% | E = -6 | F = -2%

CCCC(=O)c1c(O)[nH]c(=O)[nH]c1=O
  A = -1% | B = -14% | C = -5% | D = -11% | E = 11 | F = 9%

CCOc1[nH]n(-c2ccccc2)c(=O)c1C=NCC(=O)OC
  A = 35%[activator] | B = -19% | C = -8% | D = -3% | E = -35 | F = -1%

C=CCNC(=O)c1onc(CSc2ccc(Cl)cc2)c1C(=O)O
  A = 2% | B = -30% | C = -6% | D = -31% | E = -20 | F = 15%

O=c1ccc(-c2nc3ccccc3n2Cc2ccc(Cl)cc2)c[nH]1
  A = 5% | B = 14% | C = 0% | D = -17% | E = 96 | F = 11%

NCCc1nnc(SCC(=O)Nc2ccc(Br)cc2)o1
  A = 65%[activator] | B = -7% | C = 4% | D = -5% | E = ? | F = -10%

O=C(CN1CCN(S(=O)(=O)c2ccccc2)CC1)Nc1ccccc1C(=O)c1ccccc1
  A = -9% | B = -2% | C = -6% | D = -2% | E = ? | F = -4%

COc1cccc(NC(=O)C2CC2(c2cccc(OC)c2)c2cccc(OC)c2)c1 (stereo not drawn)
  A = 3% | B = -26% | C = 7% | D = 4% | E = -2 | F = -8%

Cc1cccc(C)c1NC(=O)Cn1c(CN2CCCCC2)nc2ccccc2c1=O
  A = 11% | B = -17% | C = ? | D = -3% | E = 17 | F = -1%

C=C(C)COc1ccc2c(C)c(CC(=O)OC)c(=O)oc2c1C
  A = 17% | B = 253%[activator] | C = -3% | D = 4% | E = . | F = -6%

CCOc1ccc(OCC)c(NC(=O)C2CCCN(S(=O)(=O)c3ccc4c(c3)oc(=O)n4C)C2)c1 (stereo not drawn)
  A = . | B = . | C = 13% | D = -10% | E = 7 | F = .

CN(c1ccccc1C(=O)NC1CC2CCC1C2)S(=O)(=O)c1ccccc1 (stereo not drawn)
  A = -2% | B = 23% | C = -14% | D = -12% | E = ? | F = 1%

COc1cc(/C=N/Nc2nc(Nc3ccccc3)nc(-n3nc(C)cc3C)n2)cc(OC)c1OC
  A = 25% | B = 77%[activator] | C = -12% | D = -8% | E = -12 | F = 8%

CC(NC(=O)c1cccc(N(C)C)c1)c1ccc(-n2ccnc2)cc1 (stereo not drawn)
  A = ? | B = -12% | C = -8% | D = 0% | E = 8 | F = .

Cc1ccc(/C([O-])=C(/C(=S)Nc2ccc(SC(F)F)cc2)[n+]2ccccc2)cc1[N+](=O)[O-]
  A = 13% | B = -34% | C = 3% | D = -1% | E = ? | F = ?

Cc1ccc(C)c(S(=O)(=O)N2CCCC2CNC(=O)C(=O)NCc2cccs2)c1 (stereo not drawn)
  A = -1% | B = -3% | C = -17% | D = -2% | E = ? | F = .

COc1ccccc1OCC(O)Cn1c(Br)nc2c1c(=O)[nH]c(=O)n2C (stereo not drawn)
  A = 6% | B = 2% | C = ? | D = 3% | E = 22 | F = 3%

CCN1CCC2(CCN(Cc3cn[nH]c3-c3ccc(OC)c(F)c3)C2)C1 (stereo not drawn)
  A = -3% | B = 41% | C = 7% | D = -25% | E = 21 | F = -14%

Cc1ccc(S(=O)(=O)N(C)CC(=O)NNC(=O)CCS(=O)(=O)c2ccccc2)cc1
  A = 60%[activator] | B = -1% | C = . | D = . | E = -8 | F = .

CNC(=O)c1ccc(C)c(NC(=O)C2=C(C)OCCS2)c1
  A = 8% | B = -2% | C = -14% | D = -9% | E = -3 | F = -6%

O=C(NCCc1ccccc1)c1ccc(-n2cnnn2)cc1
  A = -4% | B = -18% | C = -1% | D = -2% | E = 96 | F = 2%

CCOc1ccc(NC(=O)C2C3CC/C=C\CCC32)cc1 (stereo not drawn)
  A = -3% | B = -10% | C = 1% | D = 0% | E = -36 | F = 2%

O=C(Nc1ccccc1N1CCN(c2ccccc2)CC1)C12CC3CC(CC(C3)C1)C2
  A = -12% | B = -17% | C = 0% | D = -8% | E = 36 | F = -2%

O=C(Cc1cn2ccsc2n1)Nc1cccc2cnccc12
  A = -6% | B = 113%[activator] | C = ? | D = 42%[activator] | E = 12 | F = -3%

CCc1ccc(NC(=O)N(CCCOC(C)C)C2CCN(C(C)=O)CC2)cc1
  A = 2% | B = 81%[activator] | C = 1% | D = -1% | E = -10 | F = 0%

CC(C)OCCCNC(=O)CN1C(=O)CSc2ccc(S(=O)(=O)N3CCCCC3)cc21
  A = 10% | B = 33% | C = -11%&4% | D = 3%&9% | E = 23&-6 | F = 14%

COc1ccc2cc(C(c3nnnn3C3CCCC3)N3CCOCC3)c3nnnn3c2c1 (stereo not drawn)
  A = 6% | B = 113%[activator] | C = -6% | D = . | E = 61 | F = 8%
